# 12-LOX inh – blocks human arachidonate 12S-lipoxygenase; P18054; purified 12hLO, xylenol orange hydroperoxide absorbance; Potency, µM (doses to about 108 µM), for inactives: at the top dose activity change, negative = inhibition, actives largely listed as inhibitors; 580,000 tested, 1.1% active; AID 1671190
# Target sequence (P18054 whole entry, looked up): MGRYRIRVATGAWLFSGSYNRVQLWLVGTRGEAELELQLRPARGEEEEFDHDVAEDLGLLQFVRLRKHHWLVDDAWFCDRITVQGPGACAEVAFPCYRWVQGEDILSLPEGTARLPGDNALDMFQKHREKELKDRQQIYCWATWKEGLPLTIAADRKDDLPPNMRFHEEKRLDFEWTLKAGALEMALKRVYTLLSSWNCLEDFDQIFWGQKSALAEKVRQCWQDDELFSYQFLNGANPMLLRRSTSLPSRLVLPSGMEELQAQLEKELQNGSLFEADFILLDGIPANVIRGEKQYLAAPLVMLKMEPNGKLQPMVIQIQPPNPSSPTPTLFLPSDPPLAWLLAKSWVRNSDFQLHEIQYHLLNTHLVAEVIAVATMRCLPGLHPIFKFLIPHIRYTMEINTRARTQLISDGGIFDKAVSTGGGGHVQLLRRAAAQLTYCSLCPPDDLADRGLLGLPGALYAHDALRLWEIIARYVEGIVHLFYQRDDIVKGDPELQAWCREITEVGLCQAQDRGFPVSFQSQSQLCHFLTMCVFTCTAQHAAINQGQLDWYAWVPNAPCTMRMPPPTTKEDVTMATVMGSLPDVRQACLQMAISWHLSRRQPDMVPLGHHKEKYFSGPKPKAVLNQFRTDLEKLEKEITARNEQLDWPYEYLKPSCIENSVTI
#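 Purified human 12hLO at 150 nM in 25 mM Hepes, 0.01% Triton X-100, pH 7.0, preincubated 15 min at room temperature with compound. Reaction started with 40 uM arachidonic acid, 30 min at room temperature. Hydroperoxide measured by Fe-xylenol orange, 573/405 nm absorbance ratio.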
# POLK inh – inhibitors of human DNA polymerase kappa; Q9UBT6; purified Pol kappa, fluorescent DNA synthesis assay, 10 min; Potency, µM (titrated, usually from 107 µM), for the others: top-dose activity, negative = inhibition, usual class: inhibitors; 400,000 tested, 0.53% active
#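 Enzyme at 10 nM met test compounds for 15 min at room temperature. Substrate addition (50 nM final) began the reaction, which was monitored by fluorescence at 0 and 10 min.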
# APEX1 inh – inhibitors of human APE1 endonuclease; P27695; recombinant APE1, TAMRA/BHQ-2 abasic DNA cleavage fluorescence; Potency, µM (series often up to 65.8 µM), inactives show at the top dose activity change, negative = inhibition, most hits filed as inhibitors; 350,000 tested, 0.35% active; AID 2517;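 note: plate controls were vehicle for no effect and reference inhibitor for full effect; nearly all actives have a fitted effect of over 55% in size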
# Target sequence (P27695 whole entry, looked up): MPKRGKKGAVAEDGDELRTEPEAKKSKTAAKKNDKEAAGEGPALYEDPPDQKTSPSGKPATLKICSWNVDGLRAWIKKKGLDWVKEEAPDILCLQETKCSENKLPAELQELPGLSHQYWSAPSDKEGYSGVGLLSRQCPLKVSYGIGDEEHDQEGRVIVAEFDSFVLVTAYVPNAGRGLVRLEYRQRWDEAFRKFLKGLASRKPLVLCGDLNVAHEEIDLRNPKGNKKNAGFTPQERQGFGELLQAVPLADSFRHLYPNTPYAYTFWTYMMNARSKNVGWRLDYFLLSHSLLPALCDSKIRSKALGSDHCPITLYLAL
#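 0.75 nM APE1 + cpd, 15 min RT; start w/ 50 nM TAMRA/BHQ-2 THF-abasic dsDNA; kinetic fluor 525/598 nm ×3 reads @60 s; Δ(read3−read1); normalized to DMSO and NSC13755 control wells.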
# Numbers without * were called inactive; ? = inconclusive; [ ] = remark or other dose. Calls come from the whole dose curve; as a rule, active = well fitted curve in the direction sought with a large enough effect; inconclusive = small, poorly fitted or top-dose-only effect, or another doubt; inactive = no such curve, though single readings can be large; an effect the other way counts as inactive or inconclusive. Unless noted, % is set by controls: 0 for no effect and ±100 for the full control effect; potency is the fitted concentration of half-maximal effect.
item	SMILES	12-LOX inh	POLK inh	APEX1 inh
1	CN(C)c1ncc2nc(-c3ccc(F)cc3)c(=O)n(C3CC3)c2n1	?	-6%[60.1 µM]	-11%
2	COc1ncc2nc(-c3ccccc3)c(=O)n(C[C@H]3CCCO3)c2n1	143%[activator]	0%[60.1 µM]	12%
3	Cc1nc2cnc(Oc3cccc(Cl)c3)nc2n(Cc2ccc(F)cc2)c1=O	?	-3%[60.1 µM]	-3%
4	COc1ccccc1CN1CC2(CCN(C(=O)c3cccc(F)c3)CC2)C1	8%[57.4 µM]	0%[60.1 µM]	23%
5	COCCn1c(=O)c(-c2cccc(C#N)c2)nc2cnc(N(C)C)nc21	10%	0%[60.1 µM]	0%
6	Cn1c(=O)c(-c2ccc(F)cc2)nc2cnc(Nc3ccccc3)nc21	0%	2%[60.1 µM]	3%
7	Cn1cc(-c2nc3cnc(Oc4ccccc4)nc3n(C3CC3)c2=O)c2ccccc21	-14%	3%[60.1 µM]	20%
8	O=c1c(-c2cccs2)nc2cnc(N3CCOCC3)nc2n1CCc1ccccc1	0%	0%[60.1 µM]	10%
9	COc1ccccc1CNc1ccnc(-c2c(C)noc2C)n1	-23%	6%[60.1 µM]	-2%
10	CN(C)c1nc(-c2cccnc2)nc2ccccc12	?	0%[60.1 µM]	-10%
11	O=C(c1cccc(F)c1)N1CCC[C@@]2(CCN(C(c3ccccc3)c3ccccc3)C2)C1	-30%[57.4 µM]	-15%[60.1 µM]	4%
12	COc1ccccc1-c1nc(Nc2ccncc2)c2ccccc2n1	28µM*	-2%[60.1 µM]	?
13	COc1ccc(-c2nc3cnc(Oc4cccc(Cl)c4)nc3n(C3CC3)c2=O)cc1	166%[activator]	3%[60.1 µM]	0%
14	Cc1noc(C)c1C(=O)N1CCC[C@@]2(CCN(c3ccccc3)C2)C1	?	1%[60.1 µM]	2%
15	CC(=O)NCCNc1ncnc2ccc(-c3ccccc3C)cc12	-9%	1%[60.1 µM]	-2%
16	O=c1c(-c2cc(F)cc(F)c2)nc2cnc(N3CCOCC3)nc2n1Cc1ccc(F)cc1	0%	1%[60.1 µM]	-3%
17	COc1cccc(Nc2ncc3nc(-c4ccccc4)c(=O)n(C4CC4)c3n2)c1	21%	-5%[60.1 µM]	-1%
18	COCC(=O)N1CCC2(CC1)CN(c1ccccn1)C2	1%[57.4 µM]	-12%[60.1 µM]	3%
19	O=C(Nc1cccc(F)c1)N1CCCC2(CCN(C(=O)c3cc(C(F)(F)F)cc(C(F)(F)F)c3)CC2)C1	-17%[57.4 µM]	-9%[60.1 µM]	-3%
20	COc1ccccc1CN1CCCC2(CCN(C(=O)c3cc(C(F)(F)F)cc(C(F)(F)F)c3)CC2)C1	2%[57.4 µM]	9%[60.1 µM]	5%

# Individual results from the results shown.
# POLK inh result of entry 12 stands at -2%[60.1 µM]
# 12-LOX inh result of entry 19 stands at -17%[57.4 µM]
# POLK inh result of entry 14 stands at 1%[60.1 µM]
# POLK inh result of entry 11 stands at -15%[60.1 µM]

# More records.
item	SMILES	12-LOX inh	POLK inh	APEX1 inh
21	O=S(=O)(c1ccccc1)N1CCC[C@@]2(CCN(c3ccccc3)C2)C1	?	4%[60.1 µM]	-1%
22	COc1ccc(NC(=O)N2CCCC3(CCN(S(C)(=O)=O)CC3)C2)cc1	11%[57.4 µM]	3%[60.1 µM]	3%
23	COc1ccc(NC(=O)N2CC3(CCN(C(=O)c4cnccn4)CC3)C2)cc1	-12%[57.4 µM]	-1%[60.1 µM]	12%
24	O=C(c1ccco1)N1CCC2(CCCN(c3ccccn3)C2)CC1	-12%[57.4 µM]	-4%[60.1 µM]	-2%
25	COc1ccccc1CN1CC[C@@]2(CCCN(C(=O)c3cc(C(F)(F)F)cc(C(F)(F)F)c3)C2)C1	?	-6%[60.1 µM]	-2%
26	O=c1c(CCc2ccccc2)nc2cnc(N3CCNCC3)nc2n1-c1ccccc1	?	-5%[60.1 µM]	-3%
27	Cc1noc(C)c1C(=O)N1CCC2(CCN(C(=O)NC(C)C)CC2)CC1	4%[57.4 µM]	-1%[60.1 µM]	3%
28	N#Cc1ccc(CN2CC3(CCN(C(=O)c4cnccn4)CC3)C2)cc1	2%[57.4 µM]	9%[60.1 µM]	19%
29	c1cncc(-c2cncnc2NCc2cccs2)c1	7.9µM*	5%[60.1 µM]	1%
30	COc1ccc(-n2c(=O)c(C)nc3cnc(Nc4ccccc4)nc32)cc1	81%[activator]	-4%[60.1 µM]	15%

# Just APEX1 inh (five entries from above):
cpd	SMILES	APEX1 inh
23	COc1ccc(NC(=O)N2CC3(CCN(C(=O)c4cnccn4)CC3)C2)cc1	12%
24	O=C(c1ccco1)N1CCC2(CCCN(c3ccccn3)C2)CC1	-2%
25	COc1ccccc1CN1CC[C@@]2(CCCN(C(=O)c3cc(C(F)(F)F)cc(C(F)(F)F)c3)C2)C1	-2%
26	O=c1c(CCc2ccccc2)nc2cnc(N3CCNCC3)nc2n1-c1ccccc1	-3%
27	Cc1noc(C)c1C(=O)N1CCC2(CCN(C(=O)NC(C)C)CC2)CC1	3%

# Arranged by count of non-hydrogen atoms (lowest first): 3 of the compounds above
item	SMILES	12-LOX inh	POLK inh	APEX1 inh
18	COCC(=O)N1CCC2(CC1)CN(c1ccccn1)C2	1%[57.4 µM]	-12%[60.1 µM]	3%
2	COc1ncc2nc(-c3ccccc3)c(=O)n(C[C@H]3CCCO3)c2n1	143%[activator]	0%[60.1 µM]	12%
8	O=c1c(-c2cccs2)nc2cnc(N3CCOCC3)nc2n1CCc1ccccc1	0%	0%[60.1 µM]	10%

# Next section
item	SMILES	12-LOX inh	POLK inh	APEX1 inh
31	COc1ncc2nc(-c3ccccc3)c(=O)n(-c3ccccc3)c2n1	169%[activator]	1%[60.1 µM]	-6%
32	COCCn1c(=O)cnc2cnc(N(C)C)nc21	?	8%[60.1 µM]	3%
33	CC(C)CN1CC[C@@]2(CCCN(C(=O)c3cnccn3)C2)C1	?	0%[60.1 µM]	3%
34	N#Cc1cccc(-c2nccc(NCc3cccs3)n2)c1	?	-5%[60.1 µM]	-3%
35	Cc1ccccc1-c1nc(Nc2ccncc2)c2ccccc2n1	35µM*	-18%[60.1 µM]	-6%
36	COc1ccc(-c2nc3cnc(Nc4ccccc4)nc3n(C[C@H]3CCCO3)c2=O)cc1	?	?	-8%
37	COc1ccc2[nH]cc(CCNc3cc(-c4ccccc4Cl)ncn3)c2c1	16µM*	-10%[60.1 µM]	-7%
38	FC(F)(F)c1ccccc1-c1cc(NCc2cccnc2)ncn1	45µM*	1%[60.1 µM]	14%
39	COc1ncc2nc(CCc3ccccc3)c(=O)n(Cc3ccc(F)cc3)c2n1	?	3%[60.1 µM]	-2%
40	COc1ccccc1-c1nccc(NCc2ccccc2)n1	22µM*	3%[60.1 µM]	-1%
41	COCCn1c(=O)c(-c2cccc(C#N)c2)nc2cnc(N3CCN(C)CC3)nc21	?	-10%[60.1 µM]	0%
42	O=S(=O)(c1ccccc1)N1CCC2(CCCN(c3cccc(-c4ccccc4)c3)C2)CC1	2%[57.4 µM]	-3%[60.1 µM]	2%
43	COC(=O)N1CCC2(CCCN(c3ccccn3)C2)CC1	-4%[57.4 µM]	2%[60.1 µM]	-6%
44	COc1ccc2[nH]cc(CCNc3ccnc(-c4ccccc4C)n3)c2c1	?	-5%[60.1 µM]	-4%
45	CC(=O)N1CCC2(CC1)CCN(c1ncccn1)CC2	-7%[57.4 µM]	9%[60.1 µM]	-3%
46	FC(F)(F)c1ccccc1-c1nc(NCCN2CCOCC2)c2ccccc2n1	?	2%[60.1 µM]	1%
47	COc1ccc(-n2c(=O)c(-c3ccccc3)nc3cnc(N4CCNCC4)nc32)cc1	?	1%[60.1 µM]	-5%
48	O=c1c(-c2ccccc2)nc2cnc(Oc3cccc(Cl)c3)nc2n1C[C@H]1CCCO1	?	-1%[60.1 µM]	-3%
49	O=C(c1ccncc1)N1CCC2(CCCN(c3ncccn3)C2)CC1	-1%[57.4 µM]	-6%[60.1 µM]	4%
50	O=C(c1ccncc1)N1CCC2(CC1)CCN(c1cccc(-c3ccccc3)c1)CC2	?	-5%[60.1 µM]	-2%
51	Cn1cc(-c2nc3cnc(N4CCNCC4)nc3n(CCC#N)c2=O)c2ccccc21	?	-11%[60.1 µM]	8%
52	Cn1cccc1C(=O)N1CCC2(CC1)CN(c1ccccn1)C2	-9%[57.4 µM]	-5%[60.1 µM]	1%
53	N[C@@H](C(=O)O)c1cc(O)ccc1Cl	0%	-15%[19.4 µM]	?
54	COc1ccc(CNc2ncnc3ccc(-c4ccoc4)cc23)c(OC)c1	-27%	-3%[60.1 µM]	-2%
55	CC(C)NC(=O)N1CC[C@@]2(CCCN(C(=O)c3csnn3)C2)C1	-14%[57.4 µM]	4%[60.1 µM]	2%
56	Cn1cccc1C(=O)N1CCC2(CCN(Cc3ccccc3)CC2)CC1	2%[57.4 µM]	6%[60.1 µM]	0%
57	O=C(c1cccc(F)c1)N1CCC[C@@]2(CCN(Cc3nccs3)C2)C1	1%[57.4 µM]	7%[60.1 µM]	-6%
58	CCNc1ncc2nc(-c3ccc(F)cc3)c(=O)n(CCc3ccccc3)c2n1	228%[activator]	-5%[60.1 µM]	0%
59	COc1cccc(Cn2c(=O)c(-c3cc(F)cc(F)c3)nc3cnc(OC)nc32)c1	105%[activator]	-4%[60.1 µM]	22%
60	O=c1c(-c2ccc(F)cc2)nc2cnc(N3CCNCC3)nc2n1-c1ccccc1	-19%	-8%[60.1 µM]	-3%
61	Cc1nc2cncnc2n(Cc2ccccc2)c1=O	132%[activator]	3%[60.1 µM]	-7%
62	COc1ncc2nc(-c3cn(C)c4ccccc34)c(=O)n(C)c2n1	?	-5%[60.1 µM]	-1%
63	Cn1cccc1C(=O)N1CCC2(CCN(C(=O)Nc3ccccc3)CC2)CC1	-11%[57.4 µM]	-2%[60.1 µM]	2%
64	N#Cc1cccc(NC(=O)N2CC3(CCN(C(=O)c4cc(C(F)(F)F)cc(C(F)(F)F)c4)CC3)C2)c1	-1%[57.4 µM]	-6%[60.1 µM]	15%
65	CC(=O)N1CCC2(CC1)CN(Cc1ccc(C#N)cc1)C2	?	0%[60.1 µM]	4%
66	Cn1c(=O)c(-c2ccc(Cl)cc2)nc2cnc(Oc3cccc(Cl)c3)nc21	94%[activator]	-9%[60.1 µM]	-1%
67	O=c1c(-c2cc(F)cc(F)c2)nc2cnc(N3CCOCC3)nc2n1C1CC1	?	?	3%
68	O=C(NC[C@H]1CCCCN1)c1cc(OCC(F)(F)F)ccc1OCC(F)(F)F	0%	-9%[19.4 µM]	-5%
69	COc1ccc(-c2nc3cnc(N4CCN(C)CC4)nc3n(CCC#N)c2=O)cc1	?	0%[60.1 µM]	23%
70	COc1ccc(CNc2ncncc2-c2cccnc2)c(OC)c1	?	4%[60.1 µM]	16%
71	C[C@@H](C1=C(CCN(C)C)Cc2ccccc21)c1ccccn1	-4%[22.9 µM]	-15%[19.4 µM]	-5%
72	Cc1noc(C)c1C(=O)N1CCC2(CCCN(C(=O)Nc3cccc(C#N)c3)C2)CC1	?	0%[60.1 µM]	17%
73	CCNc1ncc2nc(-c3ccc(F)cc3)c(=O)n(-c3ccc(OC)cc3)c2n1	0%	0%[60.1 µM]	-1%
74	Cc1ccccc1-c1ccc2ncnc(NCCN3CCOCC3)c2c1	?	-4%[60.1 µM]	-5%
75	COC(=O)N1CCC2(CC1)CN(c1cccc(-c3ccccc3)c1)C2	-7%[57.4 µM]	?	-7%
76	O=c1c(-c2ccccc2)nc2cnc(N3CCOCC3)nc2n1Cc1cccs1	?	-2%[60.1 µM]	0%
77	COCC(=O)N1CCC2(CCCN(Cc3ccc(C#N)cc3)C2)CC1	-11%[57.4 µM]	-1%[60.1 µM]	2%
78	Cc1ccccc1-c1nc(N2CCOCC2)c2ccccc2n1	?	?	8.9µM*
79	O=C(Nc1ccccc1)N1CCCC2(CCN(C(=O)c3cc(C(F)(F)F)cc(C(F)(F)F)c3)CC2)C1	-1%[57.4 µM]	-2%[60.1 µM]	-6%
80	COC(=O)N1CCC2(CCN(Cc3ccccc3)CC2)CC1	-15%[57.4 µM]	-12%[60.1 µM]	-2%
81	CN(C)C(=O)c1ccc(-c2cncnc2NCc2ccccc2)cc1	?	3%[60.1 µM]	-4%
82	COC(=O)N1CCC2(CCCN(C(c3ccccc3)c3ccccc3)C2)CC1	-11%[57.4 µM]	-5%[60.1 µM]	-2%

# Three records picked at random from those above:
item	SMILES	12-LOX inh	POLK inh	APEX1 inh
38	FC(F)(F)c1ccccc1-c1cc(NCc2cccnc2)ncn1	45µM*	1%[60.1 µM]	14%
71	C[C@@H](C1=C(CCN(C)C)Cc2ccccc21)c1ccccn1	-4%[22.9 µM]	-15%[19.4 µM]	-5%
67	O=c1c(-c2cc(F)cc(F)c2)nc2cnc(N3CCOCC3)nc2n1C1CC1	?	?	3%

# An excerpt; the hit share may differ from the screen's.
